Screens deposited in PubChem BioAssay by several laboratories.
5HT1a ag – human 5-HT1a receptor agonists, primary screen, cell-based, CHO, Ga15 NFAT-bla reporter | 5-hydroxytryptamine receptor 1A (Homo sapiens), P08908 | CHO 5-HT1a Ga15 NFAT-bla reporter, FRET ratio; 0% basal, 100% maximal reference agonist | activation, % at 10 µM | 0.56% of 65,000 active;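 active = activation above the screen-wide mean activation plus 3 SD, cut at about 19% in these data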;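 note: 0% = DMSO wells and 100% = 5-CT at EC100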
RORA act – activators of orphan receptor RORA, primary screen, cell-based, luminescence | CHO-K1 Gal4-RORA LBD luciferase reporter; percent increase over mock-subtracted basal signal | activation, % at 10 µM | 1.5% of 65,000 active | AID 560, 2006;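 active = activation above the mean of all tested compounds plus 3 SD, cut at about 49% in these data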;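 note: 0% = DMSO-treated RORA cells and 100% = added signal equal to DMSO minus mock-transfected cells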
TNAP act DEA – human TNAP enzyme activators, primary screen, biochemical, luminescent, intermediate phosphate acceptor level; purified TNAP, CDP-star luminescence, 100 mM DEA, 30 min; hits give high values; scale: 0 levamisole-inhibited, 1 vehicle-only enzyme; activation factor at 20 µM; 64,000 tested, under 10 active;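 active = activation factor of at least 2 at 20 µM, relative to controls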
Target sequence (P05186 whole entry, looked up): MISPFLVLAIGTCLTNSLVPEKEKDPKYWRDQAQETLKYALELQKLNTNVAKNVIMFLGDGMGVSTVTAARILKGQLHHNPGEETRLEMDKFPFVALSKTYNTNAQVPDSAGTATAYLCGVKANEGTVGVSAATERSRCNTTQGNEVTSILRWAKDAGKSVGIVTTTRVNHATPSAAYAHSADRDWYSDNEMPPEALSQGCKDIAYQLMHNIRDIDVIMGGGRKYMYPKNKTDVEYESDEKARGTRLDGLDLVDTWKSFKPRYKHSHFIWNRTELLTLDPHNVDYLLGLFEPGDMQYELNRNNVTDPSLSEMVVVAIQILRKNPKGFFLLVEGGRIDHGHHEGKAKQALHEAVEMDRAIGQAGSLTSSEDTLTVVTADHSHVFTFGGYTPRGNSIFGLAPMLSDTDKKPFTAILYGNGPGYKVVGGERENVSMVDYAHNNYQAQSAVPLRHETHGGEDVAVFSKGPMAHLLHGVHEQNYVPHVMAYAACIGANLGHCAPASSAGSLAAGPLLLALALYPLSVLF
NADH coupling – inhibitors of PK/LDH coupling enzymes, profiling panel, artefact control, biochemical, MLSMR library; coupled PK/LDH NADH assays, four targets; IC50, µM (highest dose often 10 µM), without a hit: top-dose inhibition; 0.02% of 65,000 active;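 active = single-dose screening hits from any of four coupled enzyme assays that gave an IC50 when retested across doses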;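 note: the DPM-DC format reads NADH fluorescence rather than 340 nm absorbance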
SF-1 act – activators of human SF-1, primary screen, cell-based, CHO-K1, Gal4-SF-1 LBD, luciferase luminescence | CHO-K1 Gal4-SF-1 LBD luciferase reporter; % increase over DMSO SF-1-specific signal | activation, % at 10 µM | 1.9% of 65,000 active | AID 522, 2006;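 active = activation above the mean activation of all tested compounds plus 3 SD, cut at about 50% in these data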
Target sequence (Q13285 whole entry, looked up, the tested form may be a part): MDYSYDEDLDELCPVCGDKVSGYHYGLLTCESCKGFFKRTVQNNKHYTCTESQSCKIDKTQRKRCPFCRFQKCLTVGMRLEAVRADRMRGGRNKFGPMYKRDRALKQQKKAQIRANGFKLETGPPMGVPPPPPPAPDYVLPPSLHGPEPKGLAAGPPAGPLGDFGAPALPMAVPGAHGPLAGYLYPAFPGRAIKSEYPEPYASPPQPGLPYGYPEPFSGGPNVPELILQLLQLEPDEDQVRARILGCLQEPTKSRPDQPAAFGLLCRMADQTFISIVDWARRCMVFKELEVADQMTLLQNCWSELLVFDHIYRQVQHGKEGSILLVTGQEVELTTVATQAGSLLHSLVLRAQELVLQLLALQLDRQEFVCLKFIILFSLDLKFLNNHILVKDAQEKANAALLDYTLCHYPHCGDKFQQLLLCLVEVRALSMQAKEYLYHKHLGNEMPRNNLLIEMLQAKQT
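Compound – one dose, 10 µM compound, 1% DMSO · Test system – transient Gal4-SF-1 LBD reporter, CHO-K1 · Input – 4,000 cells in each well · Read-out basis – percent activation relative to DMSO median and mock-transfected background · Replicates – single measurement per compound · Technique – steady-glow luciferase luminescence, read after 15 min reagent incubation · Timing – 20 h compound treatment, 37 °C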
MMP-13 inhibitor – human MMP13 inhibitors, primary screen, biochemical, FRET peptide cleavage | MMP-13 fTHP FRET cleavage, Mca fluorescence | Collagenase 3 (Homo sapiens), P45452 | AID 570, 2006 | 0.07% of 65,000 active | inhibition, % at 4 µM;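 active = inhibition above the mean of compound-free control plate wells plus 3 SD, cut at about 14% in these data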;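 note: 0% = DMSO wells and 100% = wells with reference MMP-13 inhibitor after basal subtraction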
5HT1a antag – human 5-HT1a receptor antagonists, primary screen, cell-based, CHO, Ga15 NFAT-bla reporter | 5-hydroxytryptamine receptor 1A (Homo sapiens), P08908 | CHO 5-HT1a Ga15 NFAT-bla reporter, antagonist mode | inhibition, % at 10 µM | 0.68% of 62,000 active;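 active = inhibition above the mean of all tested compounds plus 3 SD, cut at about 43% in these data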;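 note: receptor stimulated by 5-CT agonist at 100 nM near EC80; beta-lactamase reporter measured by ratiometric fluorescence of a cleavable substrate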
Abs 340nm – compound light absorbance at 340 nm, profiling panel, artefact control, biochemical, MLSMR library, data from PS, PMK, MK assays | compound absorbance at 340 nm, fold over control | fold change at 10 µM | 65,000 tested, under 10 active;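 active = at 10 µM dose, initial 340 nm absorbance at least 2 fold that of control wells; inactive = change under 2 fold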;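 note: initial absorbance extrapolated from kinetic A340 decline of NADH oxidation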
Autofluor 339 – intrinsic fluorescence of library compounds, ex339/em460 – biochemical, MLSMR library, data from DPM-DC assay, artefact control, profiling panel; compound autofluorescence, ex339/em460 nm, NADH buffer; hits give high values; 1 = no-compound wells, NADH background; fluorescence fold increase at 10 µM; 5.5% of 65,000 active;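 active = at 10 µM, mean starting fluorescence two-fold or more over control wells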;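 note: signal is the first read of a kinetic run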
* marks the source's active call; other numbers are inactive results; / = not tested or not shown; [ ] = remark or other dose.

SMILES | MMP-13 inhibitor | Autofluor 339 | SF-1 act | 5HT1a ag | 5HT1a antag | RORA act | NADH coupling | TNAP act DEA | Abs 340nm
COc1cccc(C(=O)/C=C/Nc2cc(C)ccc2O)c1 | 4.3 | 1.15 | 56.0* | -1.3 | 31.2 | 21.9 | 1.0% | 1 | 1.04
Cc1cccc(N2CCN(C(=O)Cn3cccc3)CC2)c1C | 4.9 | 1.12 | 9.0 | -2.6 | -1.6 | 3.6 | 4.0% | 0.9 | 1.04
Cn1c(SCc2cccc(C(F)(F)F)c2)nnc1-c1ccco1 | 2.5 | 1.12 | -9.4 | -1.4 | 0.4 | -5.0 | 4.0% | 0.9 | 1.05
O=C(Nc1cnccn1)c1cccs1 | 4.0 | 1.05 | 4.0 | -1.4 | -1.6 | -2.3 | 2.0% | 0.9 | 0.98
COC(=O)C1=C(C)N(C)C(C)=C(C(=O)OC)C1c1ccc(F)c(Br)c1 | 0.0 | 1.09 | -12.2 | -1.0 | 41.1 | 1.8 | 2.0% | 0.9 | 1.04
CCOC(=O)N1CCC(NC(=O)c2cc3c(-c4ccccc4F)nn(C)c3s2)CC1 | -32.1 | 2.01* | 4.3 | 0.6 | 6.6 | -1.0 | 13.0% | 0.9 | 1.06
CCn1c(SCC(=O)c2ccc3c(c2)OCCO3)nnc1-c1ccco1 | -0.9 | 1.01 | 26.8 | -1.8 | -2.4 | 10.2 | 6.0% | 0.9 | 1
COc1ccccc1NC(=O)Nc1ccc2c(c1)OCCO2 | 2.9 | 1.08 | 46.4 | -3.0 | 2.4 | 33.6 | 1.0% | 0.9 | 1.04
CCC(C)(C(=O)NC1CCCCC1)N(Cc1ccco1)C(=O)c1ccc2c(c1)OCO2 (configuration not stated) | 1.6 | 1.02 | -14.7 | -1.3 | 44.3* | -1.2 | 1.0% | 1 | 0.96
Cc1cccc(NC(=O)Nc2cc(C)on2)c1 | 7.6 | 1.14 | 28.8 | 0.0 | 15.2 | 11.5 | 6.0% | 1 | 1.04
CCOC(=O)Nc1sc2c(c1C(=O)OCC)CCC2 | 0.6 | 1.15 | 2.5 | -0.7 | -1.0 | -4.7 | 2.0% | 0.9 | 1.02
COc1ccc(-c2nc(C#N)c(NCCN(C)C)o2)cc1 | -179.8[fluorescence artefact?] | 2.14* | -21.8 | -0.4 | 9.4 | 13.9 | 8.0%[fluoresces] | 0.9 | 1.08
Cc1ccc(S(=O)(=O)NC(=O)N2CCC(C)CC2)cc1 | -1.2 | 1.1 | 3.2 | -2.9 | -1.7 | -7.0 | 5.0% | 0.9 | 1.01
CC1CN(S(=O)(=O)c2ccc(NC(=O)c3ccco3)cc2)CC(C)O1 (configuration not stated) | -4.3 | 1.04 | -16.1 | -2.6 | 7.2 | -21.2 | 4.0% | 0.9 | 1.05
CCCCc1ccc(NC(=O)N[C@H](C(=O)O)C(C)CC)cc1 (some centres not stated) | -2.1 | 1.07 | 3.9 | -5.2 | 7.9 | -7.5 | 2.0% | 0.9 | 1.01
Cn1cnc2c(sc3nc(N4CCOCC4)c4c(c32)CC(C)(C)OC4)c1=O | -7.5 | 1.99 | -22.3 | 1.3 | -9.2 | -33.5 | 11.0%[fluoresces] | 1 | 1.1
O=C(c1cn(-c2ccccc2)nc1-c1cccs1)N1CCN(c2ccccn2)CC1 | -5.1 | 1.05 | 16.4 | 0.9 | 10.8 | 42.4 | 2.0% | 1 | 0.99
C=CCn1c(COc2cccc3cccnc23)nnc1SCC(=O)OC | -5.2 | 1.32 | -3.9 | -1.2 | 1.0 | 9.5 | 1.0% | 0.8 | 1.07
CCN(CC)C(=O)c1sc(NC(=O)c2ccco2)c(C#N)c1C | 6.3 | 1.05 | -5.2 | -1.6 | -2.8 | 16.5 | 6.0% | 0.8 | 1.07
CC(=O)Nc1ccc(-c2cc(NC(C)=O)n(-c3ccccc3)n2)cc1 | -3.8 | 1.15 | -12.0 | 0.7 | -7.3 | 4.5 | 5.0% | 1 | 1.03

Some entries already given with just MMP-13 inhibitor, NADH coupling and Autofluor 339.
Compound | MMP-13 inhibitor | NADH coupling | Autofluor 339
CCN(CC)C(=O)c1sc(NC(=O)c2ccco2)c(C#N)c1C | 6.3 | 6.0% | 1.05
COc1cccc(C(=O)/C=C/Nc2cc(C)ccc2O)c1 | 4.3 | 1.0% | 1.15

Following part
SMILES | MMP-13 inhibitor | Autofluor 339 | SF-1 act | 5HT1a ag | 5HT1a antag | RORA act | NADH coupling | TNAP act DEA | Abs 340nm
O=C(NCC(=O)N(Cc1ccc(F)cc1)C(C(=O)NC1CCCC1)c1ccco1)c1ccco1 (configuration not stated) | 0.3 | 1.09 | -3.8 | 0.2 | 20.6 | -12.2 | 7.0% | 0.9 | 0.99
C=CCn1c(SCC(=O)c2cccs2)nc2sc(C)cc2c1=O | -2.2 | 1.14 | -2.6 | 0.8 | 16.5 | -17.6 | 1.0% | 0.9 | 1.07
O=C(Nc1cccnc1)Nc1ccc2c(c1)OCO2 | 0.5 | 1.05 | 48.9 | -3.1 | -2.7 | 24.1 | 1.0% | 0.9 | 1
CCn1nnc(-c2ccccc2NS(=O)(=O)c2ccc(C(=O)OC)cc2)n1 | -2.2 | 1.06 | 14.8 | -3.9 | 21.1 | 5.2 | 7.0% | 1 | 1.05
O=C(CC1Nc2ccccc2NC1=O)c1ccccc1 (configuration not stated) | 7.6 | 1.11 | 30.9 | -2.6 | 14.9 | 56.1* | 3.0% | 0.9 | 1
CCN1C(=O)c2cccc3cccc1c23 | -0.6 | 1.55 | 8.4 | -3.8 | -11.3 | -24.9 | 2.0% | 0.9 | 1.06
CC(NC(=O)c1ccc(S(=O)(=O)N(C)C)cc1)c1ccccc1 (configuration not stated) | 2.6 | 1.02 | -0.9 | -1.2 | 11.4 | 25.3 | 3.0% | 0.9 | 1.04
COC(=O)CSc1nc2ccc(NC(C)=O)cc2s1 | 4.4 | 1.09 | 0.3 | -5.6 | -0.9 | 4.9 | 3.0% | 0.9 | 0.98
C=CCSc1nnc2n(CCc3ccccc3)c(=O)c3c4c(sc3n12)COC(C)(C)C4 | -2.3 | 1.04 | -20.6 | 5.1 | / | -23.8 | 1.0% | 0.9 | 0.99
C/C=C/c1ccc(OCCN2C(=O)NC(C)(C)C2=O)c(OC)c1 | 5.9 | 1.12 | 10.1 | -1.8 | 11.7 | 13.0 | 4.0% | 1 | 1.06
CC1CCN(C(=O)N[C@@H](Cc2ccccc2)C(=O)O)CC1 | 1.0 | 1.07 | -14.7 | -1.2 | -13.8 | 5.6 | 9.0% | 1 | 1.01
COC(=O)c1cc(OC)c(OC)c(OC)c1N | -4.3 | 2.3* | -6.5 | -2.5 | 10.8 | -20.4 | 7.0% | 1 | 1.06
Nc1nsnc1C(=O)NCCO | -4.2 | 1.83 | -10.4 | -1.2 | -7.5 | 2.3 | 14.0% | 0.9 | 1.06
O=C(NCc1ccco1)c1noc2c1CCCCC2 | 9.2 | 1.03 | 33.0 | -2.2 | -3.8 | 36.2 | 5.0% | 0.9 | 0.97
CC(C)(C)n1ncc2c(=O)n(CC(=O)NCc3ccccc3)cnc21 | -4.2 | 1.05 | 78.4* | -2.9 | -13.3 | 55.8* | 2.0% | 0.8 | 1
COC(=O)c1ccc(Cn2c(O)c(N=O)c3ccccc32)o1 | 4.0 | 1.07 | 8.2 | 1.5 | / | -18.9 | 2.0% | 1 | 1.01
O=C(O)C1CCCCC1C(=O)NCCc1c[nH]c2ccccc12 (configuration not stated) | 2.4 | 1.15 | -12.4 | 21.6* | -6.2 | 19.3 | 7.0% | 0.9 | 1.01
COCCCNc1nc2ccccc2nc1NS(=O)(=O)c1cccs1 | -4.1 | 1.22 | 1.9 | -2.2 | 12.0 | -7.9 | 8.0% | 1.1 | 1.12
c1ccc2c(c1)CCN(c1nc3ccccc3n3cnnc13)C2 | 0.4 | 1.18 | 4.2 | 2.3 | 12.6 | 5.3 | 9.0% | 0.9 | 1.06
CCn1nc(CC(=O)Nc2nnc(CC(=O)N3CCCCC3)s2)c2ccccc2c1=O | 6.6 | 1.01 | -0.3 | 1.4 | -0.3 | 2.6 | 1.0% | 0.8 | 0.96

With a hit mark in Autofluor 339 (from the list above):
SMILES | MMP-13 inhibitor | Autofluor 339 | 5HT1a ag | 5HT1a antag | NADH coupling | TNAP act DEA | Abs 340nm
CCOC(=O)N1CCC(NC(=O)c2cc3c(-c4ccccc4F)nn(C)c3s2)CC1 | -32.1 | 2.01* | 0.6 | 6.6 | 13.0% | 0.9 | 1.06
COc1ccc(-c2nc(C#N)c(NCCN(C)C)o2)cc1 | -179.8[fluorescence artefact?] | 2.14* | -0.4 | 9.4 | 8.0%[fluoresces] | 0.9 | 1.08
COC(=O)c1cc(OC)c(OC)c(OC)c1N | -4.3 | 2.3* | -2.5 | 10.8 | 7.0% | 1 | 1.06

Other compounds.
SMILES | MMP-13 inhibitor | Autofluor 339 | SF-1 act | 5HT1a ag | 5HT1a antag | RORA act | NADH coupling | TNAP act DEA | Abs 340nm
CC1=C(C(=O)Nc2ccccc2)C(c2ccccc2)N2C(=O)CSC2=N1 (configuration not stated) | 4.8 | 1.08 | -8.7 | -4.8 | 6.7 | -20.5 | 5.0% | 0.9 | 1.05
CC(CCc1ccccc1)NC(=O)CN1CCOc2ccccc21 (configuration not stated) | 0.7 | 1.04 | 17.4 | 1.7 | 13.9 | -12.8 | 4.0% | 1 | 1.08
O=C(c1ccco1)N1CCC(c2nc(-c3ccccc3Cl)no2)CC1 | 0.0 | 1.04 | -2.1 | 1.7 | 12.4 | 32.8 | 6.0% | 1 | 0.98
COCCCn1c(=S)[nH]c2ncccc2c1=O | -0.2 | 1.04 | -0.4 | 0.0 | -1.6 | 3.5 | 5.0% | 1 | 1.05
COc1cc(N2CN=c3s/c(=C\c4ccccn4)c(=O)n3C2)cc(OC)c1OC | 1.3 | 1.01 | -17.4 | -2.8 | 6.1 | -14.5 | 9.0% | 0.9 | 1.17
Cc1c(NC(=O)CSc2ccc3c(c2)OCCO3)c(=O)n(-c2ccccc2)n1C | 2.1 | 1.08 | 1.0 | -4.8 | 8.0 | -2.0 | 3.0% | 0.9 | 1.02
Cc1cc(Nc2ccccc2Br)n2nc(C)nc2n1 | 2.1 | 1.04 | 20.9 | 1.5 | -4.8 | 8.9 | 3.0% | 1 | 1.05
O=C(OCc1cc2ccccc2[nH]c1=O)c1ccccn1 | 2.4 | 1.26 | -3.9 | -0.8 | -1.4 | -9.9 | 7.0% | 0.9 | 1.06
O=S1(=O)CCN2C(Cc3ccc(SC(F)F)cc3)=CSC2=N1 | 3.2 | 1.11 | -15.6 | -0.9 | 4.3 | 10.5 | 3.0% | 1 | 1.04
Cc1ccc(Cn2ncc3c(NCCCN4CCOCC4)ncnc32)cc1 | 0.0 | 1.06 | -6.4 | -3.5 | 6.7 | -25.8 | 3.0% | 0.9 | 0.99
